Screening results from PubChem BioAssay.
KRASV12 cytotoxicity: cytotoxicity in KRAS-transformed pancreatic duct cells, primary screen, cell-based, fluorescence, HTS (AID 431) | actives 1.7% (n = 63,000) | HPDE-C7K KRASV12 cells, Alamar Blue viability, 48 h; higher % means a stronger effect | one-dose cytotoxicity, % at 10 µM; EC50 in µM for titrated hits;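 active means compounds whose percent cytotoxicity in the single-dose primary screen, scaled between solvent and toxic-drug controls, exceeds 50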;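 further: 0% = DMSO solvent wells and 100% = doxorubicin-treated wells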
Spn MK inh: inhibitors of Streptococcus pneumoniae mevalonate kinase. purified MK, PK/LDH-coupled NADH absorbance 340 nm. inhibition, % at 10 µM. actives 0.48% (n = 65,000). AID 555;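 active means ranked among the strongest by inhibition in the single 10 µM screen, a fixed top-ranked set picked for dose follow-up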; further: no value below 0 was filed
LYP phosphatase: LYP phosphatase inhibitors, primary screen, biochemical, DiFMUP fluorescence, recombinant catalytic domain, 10 µM (AID 606); one-dose inhibition, % at 10 µM; IC50 in µM for titrated hits; 52,000 tested, under 10 active; recombinant LYP catalytic domain, DiFMUP fluorescence; higher % means a stronger effect;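 active means IC50 under 40 µM in the dose-response test; inactive means IC50 of 40 µM or more, or never dose-tested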
TNAP inhibition: inhibition of tissue-nonspecific alkaline phosphatase – biochemical, luminescent (AID 518). purified TNAP enzyme, luminescent substrate readout; higher % means a stronger effect. actives 0.09% (n = 64,000). inhibition, % at 20 µM, or IC50 in µM where a hit was titrated; in the data active means a potency from the dose series; inactive means the rest, 99 in 100 with inhibition below about 22%;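 further: plate controls were vehicle for no effect and reference inhibitor for full effect; many of its hits are not listed in these tables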
Spn PMK inh: blocks S. pneumoniae phosphomevalonate kinase | inhibition, % at 10 µM | purified PMK, PK/LDH-coupled NADH absorbance 340 nm | AID 539 | actives 0.49% (n = 65,000);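 active means top-ranked compounds by inhibition in the single 10 µM screen, taking a fixed number of the strongest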;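 further: 0% = full reaction with DMSO carrier and 100% = background rate without enzyme reaction; no value below 0 was filed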
Bfl-1 inhibitors: displacement of Bid BH3 peptide from Bfl-1 – biochemical, fluorescence polarization, FITC-Bid, mouse, primary screen (AID 432); displacement, % at 20 µM; hits with a dose series show IC50 in µM; FITC-Bid BH3 peptide fluorescence polarization displacement; higher % means a stronger effect; actives 0.02% (n = 64,000); in the data active means a potency from the dose series; inactive means the rest, 99 in 100 with displacement below about 15%; further: strong numbers were not always called active
HT1080 cytotoxicity: cytotoxicity in HT1080 fibrosarcoma cells, cell-based, fluorescence readout (AID 620) | one-dose cytotoxicity, % at 10 µM; EC50 in µM for titrated hits | HT1080 viability, fluorescence; higher % means a stronger effect | actives 0.42% (n = 87,000);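 further: cells exposed to compound overnight then 4 h with Alamar Blue; 0% = vehicle DMSO and 100% = killing control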
HPDE-C7 cytotoxicity: HPDE-C7 pancreatic duct cell viability loss – fluorescence, HTS (AID 430); actives 1.8% (n = 63,000); cytotoxicity, % at 10 µM, or EC50 in µM where a hit was titrated; HPDE-C7 pancreatic duct cells viability, fluorescence; higher % means a stronger effect;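 further: cells exposed to compound for 48 hours before viability readout; 0% = vehicle and 100% = reference cytotoxic drug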
Spn DPM-DC inh: inhibitors of Streptococcus pneumoniae diphosphomevalonate decarboxylase; purified DPM-DC, PK/LDH coupled NADH fluorescence; calls only at 10 µM; actives 0.49% (n = 65,000); AID 556;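 active means the 320 compounds with the highest percent inhibition in the single-dose primary screen, excluding strongly autofluorescent ones, cut at about 32% in these data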;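 further: kinetic rate of NADH fluorescence loss reporting ADP formed by the decarboxylase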
Spn PMK inh pilot replicates: further read-out of Spn PMK inh, marked with its call; inhibition, %; measured here: pilot screen replicates
Spn MK inh pilot replicates: recorded beside Spn MK inh, whose call it bears; inhibition, %; measured here: pilot screen replicates
Spn DPM-DC inh pilot screen %: also measured in Spn DPM-DC inh; calls as there; inhibition, %; measured here: pilot screen trials
* marks the source's active call; other numbers are inactive results; i = inactive; . = not tested or not shown. Unless noted, no stated cut-off is given here; in the data, active means cytotoxicity above about 50%; inactive means the rest.

SMILES	KRASV12 cytotoxicity	Spn MK inh	LYP phosphatase	TNAP inhibition	Spn PMK inh	Bfl-1 inhibitors	HT1080 cytotoxicity	HPDE-C7 cytotoxicity	Spn DPM-DC inh	others
Cc1c(N=C2NC(=O)C(CC(=O)Nc3ccccc3)S2)c(=O)n(-c2ccccc2)n1C (stereo unspecified)	.	4	3%	11%	5	0%	.	.	i
Cc1ccc(-n2c(CSc3nc(C)cc(C)n3)nnc2SCC(=O)N2CCCC2)cc1	.	0	4%	7%	14	0%	19%	.	i
N#CCCNc1ccc(OCCC#N)cc1	-14%	3	.	8%	0	0%	4%	-15%	i
Cc1ccc(-n2nnnc2SCC(=O)N2CCc3ccccc3C2)cc1	-15%	0	13%	8%	10	-3%	-4%	-23%	i	Spn PMK inh pilot replicates=0.0;Spn MK inh pilot replicates=4.0;Spn DPM-DC inh pilot screen %=0.0
CCOC(=O)c1ccc(S(=O)(=O)NC2CCCCCCC2)n1C	-12%	6	5%	8%	23	11%	5%	-24%	i	Spn PMK inh pilot replicates=0.5;Spn MK inh pilot replicates=0.0;Spn DPM-DC inh pilot screen %=2.0
CC1CCC(NC(=O)CN2CCC(n3nnc4cc(F)ccc43)CC2)CC1 (stereo unspecified)	-7%	5	1%	8%	13	-3%	23%	-2%	i
N#Cc1cn(-c2ccccc2)nc1-c1cc2ccccc2oc1=O	12%	6	5%	10%	0	-4%	12%	1%	.
CC1(C)Cc2nc3oc4c(NCc5ccccc5)ncnc4c3cc2CO1	22%	8	18%	4%	5	-9%	2%	16%	.
Cc1cc(C)n2nc(S(=O)(=O)N(CC(C)C)CC(C)C)nc2n1	-3%	5	3%	7%	0	0%	2%	3%	i
CC(=O)Nc1nc(C)c(S(N)(=O)=O)s1	-3%	0	.	4%	20	3%	12%	-5%	i
Brc1ccccc1C1=Nn2c(nnc2-c2ccccc2)SC1	7%	5	-12%	14%	0	-5%	1%	-10%	i
Cc1cc(=O)oc(C)c1C(=O)NCC(C)NC(=O)c1c(C)cc(=O)oc1C (stereo unspecified)	-3%	9	7%	8%	1	-1%	20%	3%	i
OCc1nc(CO)n(Cc2ccccc2)n1	-13%	5	13%	4%	14	-2%	32%	-12%	i	Spn PMK inh pilot replicates=1.0;Spn MK inh pilot replicates=2.0;Spn DPM-DC inh pilot screen %=0.5
CC1(c2ccccc2)NC(=O)N(CC(=O)Nc2cccc(C#N)c2)C1=O (stereo unspecified)	3%	12	0%	10%	6	-7%	-3%	11%	i
Cn1c(SCc2nc3ccccc3[nH]2)nnc1-c1cccnc1	1%	9	10%	5%	0	-2%	1%	-4%	.
C/C(Sc1nnc(Cc2ccccc2)o1)=C(/O)c1ccccc1	-4%	7	.	7%	7	0%	-5%	3%	i
CC(CCc1ccco1)NC(=O)Cn1nc(Cc2ccncc2)c2ccccc2c1=O (stereo unspecified)	-16%	10	14%	-2%	0	0%	0%	-20%	i
Cc1ccc(CCN2CC(C(=O)NC3CCCC3)CC2=O)cc1 (stereo unspecified)	-5%	10	.	-1%	15	-2%	4%	-9%	i
CN=C1CC(C)(C)CC(=O)/C1=C(/O)CCC(=O)NC	-11%	0	.	10%	17	-6%	-7%	-7%	i	Spn PMK inh pilot replicates=1.5;Spn MK inh pilot replicates=1.5;Spn DPM-DC inh pilot screen %=0.0
O=C1NCCCCC1NC1CC(=O)N(c2ccccc2)C1=O (stereo unspecified)	8%	7	0%	2%	16	-3%	-2%	-3%	i
O=C(NCC1CCC(C(=O)O)CC1)c1cccnc1 (stereo unspecified)	-3%	5	.	19%	6	-3%	9%	-26%	i
CCOC(=O)/C=c1\s/c(=C(\C#N)C(=O)OCC)n(-c2ccccc2)c1=O	-9%	9	2%	-10%	5	2%	3%	4%	i
CCOC(=O)c1cccc(S(=O)(=O)N(CCO)Cc2cc3cc(OC)c(OC)cc3[nH]c2=O)c1	-12%	0	-1%	2%	9	-1%	-9%	-19%	i
COc1ccccc1N(CCC#N)C(=O)CSc1ccc2c(c1)OCCO2	7%	3	.	6%	16	-5%	0%	11%	i
Cc1noc(C)c1COC(=O)C1CC(O)CN1S(=O)(=O)c1ccc(Cl)cc1 (stereo unspecified)	-6%	0	-6%	0%	4	8%	6%	-14%	i
CCOC(=O)c1c(N)sc(C(N)=O)c1C	.	5	.	15%	16	-1%	-12%	.	i
CCn1c(CNc2ccc(OC)cc2)nnc1SCC(=O)N1CCCc2ccccc21	8%	7	.	12%	12	-2%	2%	4%	i
Cc1nnc(SCC(=O)N2CCC(c3noc4ccc(F)cc34)CC2)s1	-7%	8	-4%	10%	0	2%	4%	-8%	i
CCOC(=O)c1cc2c(N)c(C(=O)c3cc(C#N)c(SC)nc3C)sc2nc1C	9%	0	.	12%	13	-7%	4%	-6%	i
CCn1c(C)cc2c(c1=O)C(c1ccccc1Br)C(C#N)=C(N)O2 (stereo unspecified)	4%	14	17%	8%	7	4%	-1%	0%	i
COc1ccc(C2C(C(=O)N3CCN(c4ccccc4F)CC3)c3ccccc3C(=O)N2C)cc1 (stereo unspecified)	5%	11	6%	5%	0	-5%	2%	-2%	i
COc1ccc(-c2nnc(SCc3nnc(-c4ccc(Cl)cc4)o3)n2-c2ccccc2)cc1	-3%	8	.	2%	8	-4%	3%	-19%	i	Spn PMK inh pilot replicates=1.0;Spn MK inh pilot replicates=3.5;Spn DPM-DC inh pilot screen %=1.0
CC(C)n1c(SCCCc2ccccc2)nc2c1c(=O)[nH]c(=O)n2C	-13%	3	19%	2%	5	0%	-1%	-10%	i
Cc1onc(-c2c(Cl)cccc2Cl)c1C(=O)NCC1CCCO1 (stereo unspecified)	-3%	2	.	17%	5	2%	8%	-16%	i	Spn PMK inh pilot replicates=4.0;Spn MK inh pilot replicates=0.0;Spn DPM-DC inh pilot screen %=3.0
O=C(Cn1nnc(-c2ccccc2F)n1)NCCc1ccccc1	-12%	12	0%	6%	20	0%	-11%	-11%	i
CN(C)c1nc(N)nc(Cn2ccnc2)n1	.	4	12%	8%	0	0%	0%	.	i

For reference, part of the list above.
SMILES	KRASV12 cytotoxicity	Spn MK inh	LYP phosphatase	TNAP inhibition	Spn PMK inh	Bfl-1 inhibitors	HT1080 cytotoxicity	HPDE-C7 cytotoxicity	Spn DPM-DC inh	others
Cc1noc(C)c1COC(=O)C1CC(O)CN1S(=O)(=O)c1ccc(Cl)cc1 (stereo unspecified)	-6%	0	-6%	0%	4	8%	6%	-14%	i
CCOC(=O)c1c(N)sc(C(N)=O)c1C	.	5	.	15%	16	-1%	-12%	.	i
CCn1c(CNc2ccc(OC)cc2)nnc1SCC(=O)N1CCCc2ccccc21	8%	7	.	12%	12	-2%	2%	4%	i
Cc1nnc(SCC(=O)N2CCC(c3noc4ccc(F)cc34)CC2)s1	-7%	8	-4%	10%	0	2%	4%	-8%	i
CCOC(=O)c1cc2c(N)c(C(=O)c3cc(C#N)c(SC)nc3C)sc2nc1C	9%	0	.	12%	13	-7%	4%	-6%	i
CCn1c(C)cc2c(c1=O)C(c1ccccc1Br)C(C#N)=C(N)O2 (stereo unspecified)	4%	14	17%	8%	7	4%	-1%	0%	i
COc1ccc(C2C(C(=O)N3CCN(c4ccccc4F)CC3)c3ccccc3C(=O)N2C)cc1 (stereo unspecified)	5%	11	6%	5%	0	-5%	2%	-2%	i
COc1ccc(-c2nnc(SCc3nnc(-c4ccc(Cl)cc4)o3)n2-c2ccccc2)cc1	-3%	8	.	2%	8	-4%	3%	-19%	i	Spn PMK inh pilot replicates=1.0;Spn MK inh pilot replicates=3.5;Spn DPM-DC inh pilot screen %=1.0
CC(C)n1c(SCCCc2ccccc2)nc2c1c(=O)[nH]c(=O)n2C	-13%	3	19%	2%	5	0%	-1%	-10%	i
Cc1onc(-c2c(Cl)cccc2Cl)c1C(=O)NCC1CCCO1 (stereo unspecified)	-3%	2	.	17%	5	2%	8%	-16%	i	Spn PMK inh pilot replicates=4.0;Spn MK inh pilot replicates=0.0;Spn DPM-DC inh pilot screen %=3.0
O=C(Cn1nnc(-c2ccccc2F)n1)NCCc1ccccc1	-12%	12	0%	6%	20	0%	-11%	-11%	i
CN(C)c1nc(N)nc(Cn2ccnc2)n1	.	4	12%	8%	0	0%	0%	.	i

Following part:
SMILES	KRASV12 cytotoxicity	Spn MK inh	LYP phosphatase	TNAP inhibition	Spn PMK inh	Bfl-1 inhibitors	HT1080 cytotoxicity	HPDE-C7 cytotoxicity	Spn DPM-DC inh	others
COC(=O)C1=C(Cn2cnc3ccccc32)NC(=O)NC1c1cc(C)ccc1C (stereo unspecified)	-16%	5	9%	9%	0	-2%	7%	-4%	i
CS(=O)(=O)N1CCN(Cc2ccccc2C(F)(F)F)CC1	-3%	2	8%	9%	10	0%	1%	-9%	i
CCOc1ccc2nc(NC(=O)CS(=O)(=O)c3ccccc3)sc2c1	6%	12	.	8%	2	-7%	4%	11%	i
Cc1[nH]c2ccccc2c1Cc1nnc(SCC(=O)NCc2ccco2)o1	30%	4	12%	17%	1	2%	0%	49%	i	Spn PMK inh pilot replicates=0.0;Spn MK inh pilot replicates=0.0;Spn DPM-DC inh pilot screen %=0.0
CCCCCCC(=O)N(O)C1CC(=O)N(c2ccc(Br)cc2)C1=O (stereo unspecified)	12%	8	12%	3%	0	14%	-8%	-2%	i
COCCCNC(=O)CCn1c(=O)c2ccccc2n(CC(=O)Nc2ccccc2C)c1=O	2%	0	-3%	6%	18	8%	0%	-1%	i
CC1(C)CC(=O)C(C=NCCN2CCN(C(=O)NC34CC5CC(CC(C5)C3)C4)CC2)=C(O)C1	-6%	6	13%	-1%	2	-6%	-5%	-12%	i
O=c1c2c(nc3nc(Cc4ccccc4)[nH]n13)CCC2	-3%	8	8%	8%	0	-1%	4%	2%	i
O=C(CN1CCN(C(=O)c2ccccc2)CC1)Nc1ccc(Br)cn1	-4%	7	.	12%	13	-1%	-14%	4%	i
Cc1cc(-c2nnc(SCc3ccccn3)o2)no1	9%	32	3%	2%	13	-7%	19%	-2%	i
Cc1cc(Cl)c(S(=O)(=O)NC(C(=O)O)c2ccccc2)cc1OCC(N)=O (stereo unspecified)	3%	8	3%	13%	3	-2%	6%	1%	i
COc1cccc(C(=O)N2CCN(C(=O)c3cccc(F)c3)CC2)c1	3%	4	12%	3%	0	-3%	0%	4%	i
CCn1c(N2CCN(CC(=O)c3c[nH]c4ccccc34)CC2)nc2c1c(=O)[nH]c(=O)n2C	-3%	1	-6%	2%	4	4%	0%	4%	i
COc1cc2nc(=S)n3[nH]c(CCn4nc(C)cc4C)nc3c2cc1OC	-5%	6	.	14%	12	1%	2%	-14%	i
COc1ccc(OC)c(C2/C(=C(/O)c3ccc(C)cc3)C(=O)C(=O)N2Cc2ccco2)c1 (stereo unspecified)	-19%	0	-38%	7%	5	-4%	-5%	-12%	i
